NRP1-CendR mod: alters CendR peptide binding to human NRP-1. 360,000 compounds, 0.85% hits. O14786. inhibition, % at 25 µM. FAM-RPARPAR peptide binding to NRP-1, fluorescence polarization;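 active = inhibition or corrected inhibition above about 18%, plus a signal ratio from 0.5 to 1.5, limit read from the data, passing the limit was not always enough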; also: strong numbers were not always called active
Target sequence (O14786 whole entry, looked up): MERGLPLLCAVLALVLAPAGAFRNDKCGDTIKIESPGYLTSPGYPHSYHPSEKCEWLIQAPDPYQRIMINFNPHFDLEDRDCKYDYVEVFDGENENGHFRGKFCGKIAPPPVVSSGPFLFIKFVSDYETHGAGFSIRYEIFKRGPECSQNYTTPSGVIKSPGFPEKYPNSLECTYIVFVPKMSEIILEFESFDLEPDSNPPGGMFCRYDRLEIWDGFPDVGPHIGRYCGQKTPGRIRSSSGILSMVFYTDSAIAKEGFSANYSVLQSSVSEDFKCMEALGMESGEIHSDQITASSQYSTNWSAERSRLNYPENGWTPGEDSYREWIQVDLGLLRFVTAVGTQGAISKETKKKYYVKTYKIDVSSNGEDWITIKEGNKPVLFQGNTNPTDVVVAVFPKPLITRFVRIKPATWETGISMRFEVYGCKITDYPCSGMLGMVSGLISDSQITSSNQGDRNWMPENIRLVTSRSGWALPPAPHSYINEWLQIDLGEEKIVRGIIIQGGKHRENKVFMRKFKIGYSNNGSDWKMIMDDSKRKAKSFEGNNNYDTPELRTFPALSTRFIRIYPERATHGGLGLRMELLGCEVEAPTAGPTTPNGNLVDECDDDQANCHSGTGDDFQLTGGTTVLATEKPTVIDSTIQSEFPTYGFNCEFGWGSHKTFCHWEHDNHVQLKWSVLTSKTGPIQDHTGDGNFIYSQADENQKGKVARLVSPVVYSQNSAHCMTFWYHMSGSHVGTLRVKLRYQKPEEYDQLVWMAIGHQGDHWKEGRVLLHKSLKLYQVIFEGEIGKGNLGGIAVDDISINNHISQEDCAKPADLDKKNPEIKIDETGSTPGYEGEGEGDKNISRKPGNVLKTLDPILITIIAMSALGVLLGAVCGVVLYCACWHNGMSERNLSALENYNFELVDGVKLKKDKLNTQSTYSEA
FAS-TE inh: blocks the thioesterase domain of human fatty acid synthase | 360,000 compounds, 0.67% hits | AID 602261 | inhibition, % at 15 µM | recombinant FAS-TE, OMFH fluorogenic substrate, fluorescence endpoint | P49327;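 active = compounds whose normalised, plate-corrected inhibition of enzyme fluorescence in the single-dose primary screen is 50% or more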;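 also: 0% = DMSO with enzyme and 100% = substrate without enzyme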
eLon inh: inhibitors of E. coli Lon protease. purified E. coli Lon protease, fluorescence polarization. P0A9M0. 360,000 compounds, 0.42% hits. AID 602123. inhibition, % at 7.94 µM; in the data active = inhibition above about 13%, passing the limit was not always enough;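 also: 0% = enzyme with probe and DMSO and 100% = no enzyme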
MsrA inhibitor: inhibitors of bovine MsrA | purified bovine MsrA, absorbance read-out | inhibition, % at 15.5 µM | 360,000 compounds, 0.75% hits | AID 651718; in the data active = inhibition above about 4.5%;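 also: 0% = vehicle wells with enzyme and 100% = reference inhibitor wells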
MLLE-PAM2 inh: inhibitors of microRNA-mediated deadenylation, human PABP1 MLLE binding | P11940 | GST-MLLE / FITC-PAM2 fluorescence polarization | inhibition, % at 20 µM | 360,000 compounds, 0.36% hits; in the data active = inhibition above about 35%, passing the limit was not always enough;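 also: plate controls were DMSO wells with GST-MLLE for no effect and wells lacking GST-MLLE protein for full effect; some results filed as inactive read as strong as hits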
bovine MsrA act: activators of bovine methionine sulfoxide reductase A; purified bovine MsrA, absorbance read-out; activation, % at 10.6 µM; 360,000 compounds, 0.3% hits; in the data active = activation above about 7.5%;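 also: 0% = vehicle and 100% = reference activator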
MT1-MMP act inh: MT1-MMP (human) activation inhibition. GFP/RFP ratio change, % at 20 µM. HT1080 RFP-PRO-GFP cells, GFP/RFP ratio fluorescence, overnight; percent of plate control window, DMSO zero. 360,000 compounds, 0.061% hits. AID 651647;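 active = GFP/RFP ratio change of at least 30% with cell ATP level not reduced by more than half and red fluorescence within 50% of control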; also: strong numbers were not always called active
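Read-out: GFP/RFP fluorescence ratio; Test system: RFP-PRO-GFP reporter HT1080 cells; Compound dosing: single-point 20 µM compound, 1% DMSO; Times: overnight compound exposure at 37 °C.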
SKN-1 block: inhibitors of C. elegans SKN-1; inhibition, % at 21.8 µM; C. elegans VP596 Pgst-4::GFP/RFP ratio, acrylamide-induced, 24 h; AID 624304; 360,000 compounds, 0.49% hits;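 active = interference check ratio from 0.5 to 1.5 plus GFP to RFP signal ratio inhibition reaching or exceeding a fixed threshold, cut at about 30% in these data, passing the limit was not always enough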; also: some compounds called inactive have numbers as strong as hits
TbMetRS inhib: Trypanosoma brucei MetRS inhibition; purified T. brucei MetRS, ATP depletion, Kinase-Glo luminescence; inhibition, % at 11.9 µM; 360,000 compounds, 0.4% hits; AID 624268;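 active = inhibition above a per-plate cutoff of the control wells' mean inhibition plus 3 SD, cut at about 5.5% in these data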;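 also: 0% = DMSO wells median and 100% = median of wells with control inhibitor compound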
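Material – parasite MetRS enzyme · Medium – HEPES-MgCl2-KCl buffer plus DTT, spermine, BSA, pyrophosphatase · Reagent – ATP, methionine and E. coli bulk tRNA substrates · Times – 15 min enzyme-compound preincubation, 2 h reaction, 10 min detection, 25 °C · Measured by – luminescence of leftover ATP · Evaluation – percent inhibition relative to median high and low control wells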
* hit, by the source's call; x = not tested or not shown. Compounds as they come; 4% or so of the library scored in one or more.

SMILES	NRP1-CendR mod	FAS-TE inh	eLon inh	MsrA inhibitor	MLLE-PAM2 inh	bovine MsrA act	MT1-MMP act inh	SKN-1 block	TbMetRS inhib
COc1ccccc1N(Cc1cc(=O)[nH]c2ccccc12)C(=O)c1ccccc1	7	-4	-6	0.6	-1	-3	-10	1	-0.6
Nc1c(C(=O)CSc2nnc(-c3ccccc3)o2)c(=O)[nH]c(=O)n1C1CC1	-4	-7	-2	0.6	-94	0	-1	-3	-0.2
Cc1ccc(CN2CCCNC2=O)cc1	2	-3	-10	-0.2	-3	-2	2	-5	0.0
c1ccc(Cn2cc(CNc3ccccc3)nn2)cc1	2	-8	-2	-0.6	-1	-2	-1	20	-0.2
COc1ccc([N+](=O)[O-])cc1N(CC(=O)NCc1ccco1)S(C)(=O)=O	9	1	1	1.9	2	1	2	-4	-0.6
CC(C)CN(C(=O)CCCSc1nc2ccccc2[nH]1)c1c(N)n(Cc2ccccc2)c(=O)[nH]c1=O	-3	-2	18	0.2	3	-6	-4	3	0.5
CCCSc1nc(N2CCCC2)c2c(c1C#N)CC(C)(C)OC2	1	21	-3	-0.3	-1	-8	-4	-17	-0.4
COc1ccccc1-c1cc(C(=O)N/N=C/c2cccs2)c2ccccc2n1	9	8	4	2.3	-3	-4	0	17	0.6
CC1CCCCC1NC(=O)Cn1nc(-c2ccccc2)ccc1=O (stereo unspecified)	3	14	-4	1.2	9	-1	0	1	-0.5
Cc1[nH]c(=O)[nH]c(=O)c1S(=O)(=O)N1CCCC(C(=O)N2CCC(Cc3ccccc3)CC2)C1 (stereo unspecified)	-2	-5	-3	-0.1	6	-3	1	-13	-0.4
COc1cccc(SCC2CSc3nc4ccccc4c(=O)n32)c1 (stereo unspecified)	5	-1	1	0.2	35	0	-2	-9	-0.7
Cc1ccc(C)c(N/N=C2\CCCNC2=O)c1	3	-8	-8	-0.6	20	-2	3	-2	-0.7
CCc1ccc2c(CN3CCOCC3)cc(=O)oc2c1	3	-8	4	0.1	7	-7	0	-5	-0.8
COc1cccc(NC(=O)CN(C)C(=O)/C=C/c2cc(OC)ccc2OC)c1	-1	-1	-14	1.8	-14	-2	1	-7	0.4
O=C(CN1CCN(C(C(=O)Nc2ccc(Cl)cc2C(F)(F)F)c2ccccc2)CC1)NC1CC1 (stereo unspecified)	-9	-1	1	-0.4	-2	1	-2	12	0.1
Cc1[nH]c2ccccc2c1/C=N/NS(=O)(=O)c1ccccc1	4	-2	6	1.9	-13	-2	2	0	0.4
O=C(CN1CCCCCC1)Nc1ccc(Br)cn1	-9	-2	1	1.0	2	0	-5	-6	-0.7
O=C(c1cc(C2CC2)nn1-c1ccccc1)N1CCN(c2ncc(C(F)(F)F)cc2Cl)CC1	6	15	-4	-0.4	-43	-2	-5	2	-0.1
CC1CC(C)(C)NC(=S)S1 (stereo unspecified)	-1	-1	-14	0.3	41*	1	-1	16	0.6
CCCc1cc(N2CCOCC2)n2ncc(-c3ccccc3)c2n1	-2	13	-17	-1.0	5	0	0	26	-0.8
COc1ccccc1N(CC(=O)NCc1ccccc1)C(=O)CCC(=O)Nc1nccs1	14	-5	-2	-0.8	-10	-2	-3	0	-0.7
Cc1cccc(NC(=O)CSCC(=O)N(C)CC(=O)Nc2cccc(F)c2)c1	-18	-6	-20	0.2	0	1	4	3	-0.3
COCCN1C=C(C(=O)OC)C(c2ccccc2C(F)(F)F)C(C(=O)OC)=C1	6	3	-9	0.7	-11	-1	3	-17	0.0
O=C(CC1Sc2ccccc2NC1=O)NNC(=O)Nc1ccc(Cl)cc1 (stereo unspecified)	7	-2	4	0.5	7	-4	-2	-12	1.0
COc1ccc(NC(=O)Nc2ccccc2SC)cc1OC	0	-13	4	2.3	-2	-4	1	2	0.8
O=C(Nc1ccc([N+](=O)[O-])cc1)Nc1ccc(OC(F)F)c(Cl)c1	-2	35	-3	0.8	2	5	-32	0	0.4
CCc1ccc(-c2cc(C(=O)NN3CCN(C)CC3)c3ccccc3n2)cc1	-19	-7	-6	0.5	0	-3	-6	4	-1.2
Cc1cc(NC(=O)Cn2cnc3c(nnn3-c3ccc(C)c(Cl)c3)c2=O)no1	-23	0	-5	-1.6	-9	-5	0	-4	-0.5
CCC(C)NC(=O)/C=C/c1cccs1 (stereo unspecified)	7	-9	-10	1.9	3	-8	5	-1	-0.8
CC1=C(N2CCN(c3ncccn3)CC2)CCC1=O	3	-10	3	0.0	5	-1	4	-8	-0.3
Cc1cccc(NC(=O)Cn2nnc(-c3ccc(CN4CCCC4)cc3)n2)c1C	-8	-12	-7	0.7	-9	-5	-5	-6	-0.1
O=C(Cn1cnc2ccccc21)N1CCc2ccccc21	2	-2	-4	-0.5	-8	-10	-3	-9	-1.1
COc1cccc(CN2CCN(C(=O)c3ccco3)CC2)c1OC	7	-11	-5	-0.2	3	-2	0	8	-0.6
O=C1NCCC/C1=N/Nc1cc(F)ccc1F	14	-8	-3	1.9	7	-4	4	2	0.5
CC(C)c1ccc2oc(=O)cc(CN3CCN(c4ccccc4)CC3)c2c1	-6	23	0	0.2	-12	0	-3	-2	-1.2
CCCCS/C(=C(/C#N)C(N)=O)c1cc2c([nH]1)CCCC2	-22	3	7	-0.2	-4	-3	-14	37*	-0.7
Cc1ccc(NC(=O)CCN2CCC(Cc3ccccc3)CC2)cc1	-1	-2	-1	-0.8	16	-2	0	-2	-0.5
CCOC(=O)c1ccc(NC(=O)C(=O)NCc2ccccn2)cc1	-2	-2	-2	0.7	-2	0	7	-6	-0.4
Cc1cccc(NC(=O)c2nc[nH]c2C(=O)Nc2cccc(C)c2)c1	10	-1	3	1.8	-3	-3	2	7	0.1
O=C(CCCN1C(=O)c2cccc3cccc(c23)C1=O)OCC(=O)N1CCCCC1	-10	-4	-4	2.9	-6	-3	-2	9	-0.2
CCCc1cc(C(=O)NCc2cccnc2)no1	-12	-6	-5	-0.2	6	-3	6	-3	-0.4
CC1=C[C@H](C)[C@H](c2c(F)cccc2Cl)CC1=O	20	-4	2	x	-1	-1	4	-1	-0.6
CC(=O)Nc1ccccc1C(=O)C(=O)Nc1ccc(F)c(Cl)c1	5	7	-2	0.3	3	-2	-2	5	-0.2
O=C1CSC(=Nc2ccc(O)cc2)N1	-4	-6	-3	0.1	-10	0	1	-12	-0.5
C=CCNc1nnc(Cc2ccc(C(C)C)cc2)c(=O)[nH]1	10	-3	-4	x	12	-3	2	-4	-0.1

Arranged by formula weight (high to low): 4 of the compounds above
SMILES	NRP1-CendR mod	FAS-TE inh	eLon inh	MsrA inhibitor	MLLE-PAM2 inh	bovine MsrA act	MT1-MMP act inh	SKN-1 block	TbMetRS inhib
CCc1ccc(-c2cc(C(=O)NN3CCN(C)CC3)c3ccccc3n2)cc1	-19	-7	-6	0.5	0	-3	-6	4	-1.2
CCCSc1nc(N2CCCC2)c2c(c1C#N)CC(C)(C)OC2	1	21	-3	-0.3	-1	-8	-4	-17	-0.4
CC1CCCCC1NC(=O)Cn1nc(-c2ccccc2)ccc1=O (stereo unspecified)	3	14	-4	1.2	9	-1	0	1	-0.5
Cc1ccc(CN2CCCNC2=O)cc1	2	-3	-10	-0.2	-3	-2	2	-5	0.0

Additional records.
SMILES	NRP1-CendR mod	FAS-TE inh	eLon inh	MsrA inhibitor	MLLE-PAM2 inh	bovine MsrA act	MT1-MMP act inh	SKN-1 block	TbMetRS inhib
CC(C)(C)Nc1c([N+](=O)[O-])c(=O)sc2ccccc12	-4	11	-6	1.3	21	-7	6	-7	-0.8
CCC1(O)c2ccccc2-c2ncccc21 (stereo unspecified)	5	-14	2	-1.2	4	-4	-1	2	-0.6
Cn1ccsc1=NC(=O)c1cccc(C#N)c1	-4	-5	-9	5.5*	2	-3	1	20	-0.5
O=C(COC(=O)/C=C/c1ccc([N+](=O)[O-])cc1)NCc1ccc2c(c1)OCO2	4	10	3	-0.5	11	-2	-1	-1	0.6
CC1CCc2sc(C(=O)OCC(=O)NC(N)=O)cc2C1 (stereo unspecified)	-8	-8	-4	1.6	-4	-3	1	-7	-0.4
N#CCCNc1c(Cl)cc(Cl)cc1C(=O)O	10	-11	3	0.4	-15	-8	2	-8	-0.5
CC1CCCN(CCCNC(=O)C2CCN(S(=O)(=O)N3CCC4(CC3)OCCO4)CC2)C1 (stereo unspecified)	15	-6	-2	0.3	2	-2	-1	4	-0.4
COc1ccc(CC(=O)OCC(=O)NC2CC2)cc1	24*	-6	-17	-0.2	-1	0	0	11	-0.3
CC1(C)Cc2c(cnn2-c2ccccc2)C(NC(=O)CCc2ccncc2)C1 (stereo unspecified)	10	-1	-12	0.9	8	-2	-2	-3	-0.4
Clc1cccc(Cc2c(C3CCCCC3)nc3c4ccccc4ccn23)c1	-30	15	-17	-1.0	x	5	-11	13	-0.4
Cc1ccc(-c2nc(CS(=O)CC(=O)NC3CC3)c(C)o2)cc1 (stereo unspecified)	-10	-6	3	-0.1	8	-1	-2	22	0.8
CCCCC/C=C\C/C=C\C/C=C\CCCCC(=O)O	-70	6	-12	1.5	-3	0	-3	-15	-0.8
O=C1C=Cc2ccccc2/C1=C/c1[nH]c(=O)[nH]c1O	-3	-4	-36	1.5	-27	-10	-9	4	-1.3
NC(=O)CNC(=O)[C@@H]1CC2(CC(c3ccc(Cl)cc3)=NO2)CN1C(=O)c1ccccc1 (stereo partly specified)	18	-8	13	1.7	-2	-13	-1	-13	-0.5
CC(=O)Nc1ccc(S(=O)(=O)NCc2ccc(C(=O)N3CCOCC3)cc2)cc1	12	-4	-15	-0.3	-13	-4	-1	0	-0.2
Cc1cc(OCC(=O)N2CCC(O)(c3ccc(Cl)cc3)CC2)c2c(C)cc(=O)oc2c1	4	2	-6	1.1	0	-5	10	7	-0.7
O=C(CCC(=O)N1CCN(c2ccccn2)CC1)c1ccc(Cl)s1	-20	-3	6	-0.2	-20	-2	-1	-2	-0.3
COC(=O)COc1cc(=O)oc2ccc(NS(=O)(=O)c3ccccc3)cc12	16	-3	-5	0.3	0	-1	3	8	-0.2
COc1ccc(CCNc2nc(-c3cccnc3)nc3ccccc23)cc1OC	8	1	5	-0.1	-8	-3	-7	13	-0.1
CC(C)N(C(=O)CO/N=C/c1cccc([N+](=O)[O-])c1)C(C)C	0	-8	-7	2.3	-4	-13	x	-4	-1.0
CCOc1ccc(-n2c(N)c(C(=O)NCC3CCCO3)sc2=S)cc1 (stereo unspecified)	7	-1	-4	1.4	21	-3	0	16	-0.4
O=S(=O)(c1ccc(Br)cc1)N1CCn2c(nc3ccccc32)C1	5	-6	4	0.5	0	-1	1	-9	0.4
COc1ccc(C(c2sc3nc(C)nn3c2O)N2CCCCC2)cc1 (stereo unspecified)	-7	-1	3	-0.1	-10	-2	-6	-14	-0.5
CC[C@H]1C(c2ccc(F)cc2)=NN(c2ccccc2)[C@@H]1CO	-11	6	-8	1.4	-5	1	0	-12	0.5
COc1cccc(CSc2nc3cc4c(cc3cc2C)OCCO4)c1	-2	33	10	1.2	22	-3	-9	9	-0.6
O=C(C1CCN(S(=O)(=O)c2cccc3cccnc23)CC1)N1CCN(C2CCCCC2)CC1	-8	-3	3	x	-3	-2	2	1	0.1
